High-throughput results (PubChem)
CHRM1 PAM – positive allosteric modulators of human M1 muscarinic receptor; CHO-K1 hM1, Fluo-8 calcium fluorescence, ACh EC20; 0% = ACh EC20, 100% = maximal ACh; AID 588819; P11229; activation, % at 3 µM; hit rate 0.088% among 360,000; in the data active means activation above about 19%, passing the limit was not always enough
Target sequence (P11229 whole entry, looked up): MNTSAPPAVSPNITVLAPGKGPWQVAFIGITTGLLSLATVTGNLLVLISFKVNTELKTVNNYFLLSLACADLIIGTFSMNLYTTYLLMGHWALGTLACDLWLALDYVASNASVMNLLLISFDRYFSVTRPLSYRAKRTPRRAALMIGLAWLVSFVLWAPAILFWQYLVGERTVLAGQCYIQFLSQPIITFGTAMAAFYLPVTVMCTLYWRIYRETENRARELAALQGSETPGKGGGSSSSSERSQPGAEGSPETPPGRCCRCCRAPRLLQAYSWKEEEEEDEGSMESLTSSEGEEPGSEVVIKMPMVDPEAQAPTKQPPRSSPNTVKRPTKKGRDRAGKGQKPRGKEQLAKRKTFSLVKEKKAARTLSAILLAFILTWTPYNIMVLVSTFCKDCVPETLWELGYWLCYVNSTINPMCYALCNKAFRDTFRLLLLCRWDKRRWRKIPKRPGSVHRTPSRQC
CHO parental Ca – counter-screen: ATP calcium response change in parental CHO cells. inhibition, % at 5.6 µM. parental CHO-K1, ATP-induced calcium, Fluo-8 fluorescence. hit rate 0.63% among 330,000;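 active means inhibition above that plate's mean sample inhibition plus 3 SD, cut at about 26% in these data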;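 further: 0% = ATP-challenged DMSO wells and 100% = DMSO wells without ATP; some compounds past the cut are filed as inactive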
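Test system: untransfected parental CHO cell line. Compound: one dose, 5.6 µM nominal. Detection: intracellular calcium via Fluo-8 no-wash fluorescent dye. Measure: % inhibition. Benchmarks: ATP-challenged DMSO wells low, unchallenged DMSO wells high.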
TAAR1 antagonist – human TAAR1 antagonism; Q96RJ0; CHO RD-HGA16 TAAR1, Fluo-8 calcium fluorescence, antagonist; inhibition, % at 3 µM; hit rate 1.5% among 360,000; AID 624466;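 active means inhibition above a per-plate cutoff, the mean inhibition of test compounds on that plate plus 3 SD, cut at about 49% in these data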;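 further: 0% = DMSO plus EC80 beta-PEA response and 100% = DMSO alone without agonist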
Target sequence (Q96RJ0 whole entry, looked up): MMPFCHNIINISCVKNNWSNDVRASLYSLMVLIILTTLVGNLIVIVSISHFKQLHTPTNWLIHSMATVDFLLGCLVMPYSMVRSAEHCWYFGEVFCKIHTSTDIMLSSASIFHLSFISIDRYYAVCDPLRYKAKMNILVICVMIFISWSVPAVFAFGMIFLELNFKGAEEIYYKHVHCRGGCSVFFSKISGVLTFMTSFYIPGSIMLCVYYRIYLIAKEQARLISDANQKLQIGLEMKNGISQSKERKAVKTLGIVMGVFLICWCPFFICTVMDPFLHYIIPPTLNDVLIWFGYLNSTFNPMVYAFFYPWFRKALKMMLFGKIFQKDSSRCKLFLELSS
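System: CHO RD-HGA16 cells bearing hTAAR1. Reagent: EC80 β-phenethylamine stimulus. Schedule: seeding 17-24 h prior, 75-min 37 °C, 30-min RT dye loading. Signal: Fluo-8 intracellular calcium dye fluorescence, real-time kinetic reads. Read-out: % inhibition from peak post-agonist over basal fluorescence ratio. Benchmarks: vehicle wells and EC80 agonist wells. Replicates: n of 1.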
M1 PAM parental – counter-screen for M1 PAMs: effect in parental CHO-K1 cells; ATP EC20, Fluo-8 calcium fluorescence; 0% at ATP EC20, 100% at ATP max; AID 602247; hit rate 0.02% among 360,000; activation, % at 3 µM;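 active means activation above the run cutoff, the mean activation of all test compounds plus 3 SD, cut at about 40% in these data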;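 further: peak over basal fluorescence ratio in a 140 s read after ATP addition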
M1 antag – blocks human M1 muscarinic receptor | hit rate 1.3% among 360,000 | inhibition, % at 3 µM | CHO-K1 hM1, Fluo-8 calcium fluorescence, ACh EC80 antagonist | P11229;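 active means percent inhibition above its own plate's cutoff, namely the mean of that plate's compound wells plus 3 SD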;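 further: peak over basal fluorescence ratio during 140 s after agonist addition; 0% = ACh EC80 plus DMSO and 100% = DMSO alone without agonist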
CHO-K1 Ca antag – counter-screen for M1 antagonists: effect in parental CHO-K1 cells. ATP-induced calcium, Fluo-8 fluorescence. inhibition, % at 3 µM. hit rate 0.6% among 360,000. AID 602250;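 active means inhibition above a per-plate cutoff, the plate's mean sample inhibition plus 3 SD, cut at about 24% in these data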;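 further: 0% = DMSO plus EC80 ATP and 100% = DMSO alone without ATP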
CHO-K1 Ca ag – nonselective activator or artifact in parental CHO-K1 cells; Fluo-8 calcium fluorescence; scaled to maximal ATP response, vehicle zero; activation, % at 3 µM; hit rate 0.48% among 360,000; AID 602248; in the data active means activation above about 15%;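 further: untransfected CHO-K1 host cells lacking M1 receptor as counterscreen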
M1 ag – human M1 muscarinic receptor agonism; activation, % at 3 µM; AID 588814; CHO-K1 hM1, Fluo-8 calcium fluorescence, agonist mode; 0% DMSO, 100% acetylcholine EC100; hit rate 0.33% among 360,000; P11229;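 active means activation above the run's mean compound activation plus 3 SD, cut at about 16% in these data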;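 further: peak over basal fluorescence ratio within a 140 s kinetic read after compound addition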
TAAR1 ag – agonists of human TAAR1; hit rate 0.99% among 360,000; CHO RD-HGA16 TAAR1, Fluo-8 calcium fluorescence; vehicle wells 0%, saturating PEA agonist 100%; Q96RJ0; activation, % at 3 µM;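 active means activation above the mean activation of all test compounds in the run plus 3 SD, cut at about 38% in these data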
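Benchmarks: low control DMSO, high control PEA (EC100); System: CHO RD-HGA16 cells carrying human TAAR1 plus Gα16; Detection: Fluo-8 fluorescence, 5 s baseline then 140 s kinetic read; Schedule: 17-24 h plating, Fluo-8 75 min 37 °C, 30 min RT; Read-out basis: % activation from peak over basal fluorescence ratio, DMSO-to-PEA scaled.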
* = called active by the depositor; . = no result given.

SMILES	CHRM1 PAM	CHO parental Ca	TAAR1 antagonist	M1 PAM parental	M1 antag	CHO-K1 Ca antag	CHO-K1 Ca ag	M1 ag	TAAR1 ag
Cc1nc2ccc(NC(=O)[C@@H](NC(=O)c3c(F)cccc3F)C(C)C)cc2s1	4	-21	-4	4	-10	-1	0.8	-6	6
N#Cc1nc(Cc2cccc3ccccc23)oc1N1CCN(c2ccccc2)CC1	7	-11	11	26	-4	-14	0.4	-4	0
CC(Sc1n[nH]c(-c2ccccc2)n1)C(=O)c1c(N)n(C)c(=O)n(C)c1=O (stereo not given)	10	-23	-14	0	-6	-4	1.6	0	3
Cc1cccc(NC2=NC(=S)N(c3ccc(C(=O)O)cc3)C23CCCCC3)c1	12	5	-6	26	-9	-13	1.0	-3	18
CCN(CC(=O)Nc1ccccc1C(F)(F)F)C(=O)CCc1ccccc1	-4	-17	4	-9	6	-11	1.3	-2	2
Cc1ccc(NS(=O)(=O)c2cc(C(N)=O)ccc2C)cc1	6	0	-8	13	3	3	13	-4	5
CC(NC(=O)c1ccc2c(c1)C(=O)N(Cc1cccnc1)C2=O)c1ccccc1 (stereo not given)	-1	-6	-4	9	4	-2	0.4	-4	2
CC(C)[C@@H](C(=O)NC1CCCC1)N1C(=O)N2CCc3c([nH]c4ccccc34)[C@@]2(C)C1=O	3	-22	6	19	-4	-1	0.0	0	-2
CCc1ccc([C@@H]2CC=C(C(=O)O)[C@H](c3ccccc3)N2S(=O)(=O)c2ccc(C)cc2)cc1	0	-7	16	-9	-1	-10	-0.2	-7	3
FC(F)(F)c1nc(-c2cccnc2)ncc1-c1nnnn1-c1ccccc1	-7	-22	11	3	10	5	3.6	3	22
O=C(c1cnccn1)N1CCc2ccccc2C1	-1	-10	-25	-10	3	5	-0.5	-6	1
Cc1ccc2c(C)cc[n+](CCCS(=O)(=O)[O-])c2c1	2	1	-6	0	-8	-6	-0.4	-4	0
OC(COc1ccc(Cl)cc1)CN1CCCCC1 (stereo not given)	8	-18	-5	2	-6	-22	0.2	-13	6
C=CCN(c1ccccc1)S(=O)(=O)c1cccc(C(=O)Nc2ncccc2O)c1	2	-23	.	2	-2	9	6.3	-3	.
COc1ccc(C(=O)N(C)Cc2ccccn2)cc1OC1CCN(C(C)C)CC1	6	-3	1	-12	-10	-2	-0.4	-5	0
Cc1ncc([N+](=O)[O-])n1CC(=O)Nc1ccc(Br)cc1	0	4	-6	8	-6	-10	1.0	-3	4
CCCCOc1ccc(N(CC(=O)NCC2CCCO2)C(=O)CCC(=O)Nc2cc(C)ccn2)cc1 (stereo not given)	-6	-22	-7	6	6	4	0.3	-3	1
C/C(CC(=O)Nc1ccc(N(C)C)cc1)=N\NC(=O)c1ccc(Cl)cc1	5	-9	-24	13	-16	-18	-0.8	-2	4
CCC(C(=O)NCc1cccs1)n1nc(C)n2c(cc3occc32)c1=O (stereo not given)	14	-5	-2	-18	-9	-1	0.2	-1	1
CCc1nc2ccc(C(=O)NCCCN3CCCC3=O)cn2c1N(CCC(C)C)CCN(C)C	-2	.	-14	-10	-1	2	-0.1	-1	1
Cc1nc([N+](=O)[O-])c(NCCO)n1Cc1ccccc1	4	-10	4	-3	-1	-1	-0.1	-4	2
Cc1ccc(NS(=O)(=O)c2cc(NC(=O)C(C)Oc3ccccc3)ccc2C)c(C)c1 (stereo not given)	7	-11	18	24	-6	-5	2.0	-6	6
CCn1ncc(/C=N\NC(=O)c2ccc3c(c2)c(C)c(C)n3Cc2ccccc2)c1C	1	-17	26	6	-9	1	0.9	-5	3
Cc1c(CN2CCC(C(=O)Nc3cccc(-c4cccc(Cl)c4)c3)CC2)cnn1C	-6	-24	-19	-9	9	-8	1.2	2	2
COC(=O)Cn1ccc(N(C)C)c(C#N)c1=O	4	2	-6	8	-8	-28	0.1	0	2
Cc1nc(C)c(-c2ccn(S(=O)(=O)c3ccc(Cl)cc3)n2)o1	-6	-8	-6	9	4	-7	8.3	-1	1
CCOC(=O)c1ccc(NC(=O)CSc2nnc(CNC(=O)c3ccccc3F)o2)cc1	-9	-15	20	4	13	6	5.9	3	6
Cc1cc(F)ccc1S(=O)(=O)N1CCC2(CC1)OCCN2S(=O)(=O)c1cccs1	1	2	10	6	-6	-2	2.9	0	9
CC1(c2ccc3noc(-c4ccc(Cl)cc4)c3c2)OCCO1	-12	-9	38	-7	6	4	0.4	-2	8
N#Cc1cnn2c(-c3cccc(C(F)(F)F)c3)ccnc12	24	-11	-26	-14	-28	6	-0.9	-3	-2
Cc1cc(Cl)c(S(=O)(=O)Nc2ccc(Cl)cn2)cc1OCC(N)=O	7	-10	-7	12	-7	-5	1.2	-1	4
CCc1nc2ccc(C(=O)NCCc3ccccn3)cn2c1N(CC)CCOC	-1	.	1	-7	0	8	0.0	-8	2
CN(c1ccc(-c2csc(NC(=O)CCCc3nc4ccccc4c(=O)[nH]3)n2)cc1)S(C)(=O)=O	5	.	-18	7	-3	-9	-0.5	-6	-1
Cc1ccc(NC(=O)c2ccc(C)c(NC3=NC4CS(=O)(=O)CC4S3)c2)cc1C (stereo not given)	3	-7	-42	12	-8	-6	-0.2	-3	11
CCC(C)NC(=O)c1ccccc1NC(=O)/C(=C/c1ccc(OC)cc1)c1ccccc1 (stereo not given)	-4	-32	2	-2	13	4	0.7	-2	1
CCN(CC(O)CON=C1c2ccccc2-c2ccccc21)S(=O)(=O)c1ccc(C)cc1 (stereo not given)	-4	-20	21	9	7	-2	1.4	-4	2
Cc1ccccc1-c1nnc(SCC(=O)N(C)C2CCS(=O)(=O)C2)n1C (stereo not given)	12	-3	-11	-10	-9	-5	0.7	0	2
O=C(CCS(=O)(=O)c1ccccc1)Nc1ccc(-c2nc3ccccc3s2)c(O)c1	-1	-10	-4	1	6	-3	0.3	-3	0
Cn1c(=O)c2[nH]c(C3CC3)nc2n(C)c1=O	8	.	-24	-18	3	8	0.1	0	1
CN(Cc1ccccc1)C(=O)c1ccc2c(c1)NC(=O)C(N1CCOCC1)S2 (stereo not given)	5	.	-11	24	-11	-6	3.1	-2	5
CCN(CC)CCN(C(=O)c1ccc2ncsc2c1)c1nc2cc3c(cc2s1)OCO3	-12	-18	-12	-10	13	1	0.3	-6	-1
CCCCCn1c(N2CCN(c3cccc(Cl)c3)CC2)nc2c1c(=O)[nH]c(=O)n2C	9	-15	30	-1	-15	-13	-0.2	-3	21
CN(CCN(C)C(C)(C)C)C(=O)C(c1ccccc1)c1ccccc1	-27	-16	-12	-10	97*	-2	0.7	-6	0
CCc1cc(CNC(=O)CC2C(=O)NCCN2Cc2ccccc2C(F)(F)F)on1 (stereo not given)	7	-11	-10	7	1	-7	0.2	-3	-1
COc1ccc(S(=O)(=O)N2CCC(C(=O)Nc3cccc(C(C)=O)c3)CC2)cc1C	4	-12	-8	15	-12	-10	0.3	-6	25
Cc1cccc(C(=O)NC2C(=O)NNC2c2ccc(Cl)cc2)c1 (stereo not given)	8	2	0	-8	2	15	0.3	-5	2
Cc1nnc(SCC(=O)NC2CCCCC2)[nH]c1=O	6	2	-11	-6	-6	1	0.1	-2	7
COc1ccc(-c2cc(CNc3nc(NCc4ccccc4OC)nc4ccsc34)on2)cc1	-2	.	-16	25	-2	-9	0.9	-2	3
CC(C)Cc1nc(N2CCN(C(=O)c3ccco3)CC2)c(C#N)c2c1CCCC2	-8	-22	-5	6	9	-22	-0.1	-4	-2
C[C@H]1CN([C@@H](C)CO)C(=O)CCCn2cc(nn2)CO[C@@H]1CN(C)S(=O)(=O)c1ccccc1C#N	3	.	0	15	-5	-7	1.0	-4	4
CCOC(=O)C(/C=C(\C#N)C(=O)OCC)=C(/N)N1CCN(c2c(C)cccc2C)CC1	3	-18	10	13	-1	0	0.3	-2	7
CCOC(=O)CSc1nc2cc(C(=O)N3CCC(C(N)=O)CC3)ccc2c(=O)n1C1CCCCC1	5	-25	2	11	1	-15	0.3	-5	5
CCCCNC(=O)C1CCN(c2nc(C)cc(C)n2)CC1	0	-7	-3	12	3	-14	0.9	-5	2
Cc1cc(NC(=O)CSc2nc3cc(Cl)ccc3s2)no1	3	-18	6	-1	-4	4	0.1	-3	4
CC(C)CSc1nc2c(=O)[nH][nH]c(=O)c2n1Cc1ccccc1	8	-7	5	17	-13	-6	-0.5	2	4
COC(=O)c1ccc(CNC(=O)/C=C/[C@H]2O[C@@H](n3cc(C)c(=O)[nH]c3=O)C[C@@H]2O)cc1	2	.	-16	-7	-20	-14	-0.6	-4	1
CC1CN(C(=O)c2c(Br)cnn2C)CC(C)O1 (stereo not given)	-1	-7	-15	-12	-8	17	-0.3	-7	2
COc1cc2c(c(OC)c1OC)-c1c(cc(OC)c(OC)c1OC)C[C@](C)(O)[C@@H](C)C2	-1	-24	4	2	6	-5	0.1	-4	1
Cc1ccc(S(=O)(=O)N2CN(CC3CCCO3)c3nc4ccccc4nc32)c(C)c1 (stereo not given)	1	-23	-9	11	-1	-7	2.1	-3	0
COc1ccc(OCC(=O)NCCC2=CCCCC2)c([N+](=O)[O-])c1	1	-17	-17	10	-5	-5	1.8	-10	3
Continuation.
SMILES	CHRM1 PAM	CHO parental Ca	TAAR1 antagonist	M1 PAM parental	M1 antag	CHO-K1 Ca antag	CHO-K1 Ca ag	M1 ag	TAAR1 ag
COC(=O)c1cn(Cc2ccccc2C)nn1	13	-9	-7	26	-14	-11	0.7	-10	2
Cc1ccc(Cn2c(C3CCCN3c3nc(-c4cc(Cl)c(N)c(Cl)c4)cs3)nc3cc(Cl)c(Cl)cc32)cc1 (stereo not given)	-4	-15	-2	4	10	3	-0.2	-5	9
COc1cccc(CNC(=O)[C@@H]2CCCN2C(=O)[C@H]2CCCCN2C(=O)c2c(F)cccc2F)c1	.	.	-5	17	.	-6	1.3	.	3
CCOc1ccc(N(CC(=O)N/N=C/c2cc([N+](=O)[O-])ccc2Cl)S(C)(=O)=O)cc1	10	0	2	15	-27	-9	-0.4	-6	9
CN(C)c1ncnc2sc(-c3ccccc3)cc12	13	-16	-8	1	-16	-3	-0.3	-5	1
O=C(NCc1ccco1)c1cccc2c1C(=O)c1ccc(N3CCCC3)cc1S2(=O)=O	-12	-7	53*	-13	13	7	7.0	5	23

Single records (already shown).
Profile of FC(F)(F)c1nc(-c2cccnc2)ncc1-c1nnnn1-c1ccccc1 : CHRM1 PAM: -7; CHO parental Ca: -22; TAAR1 antagonist: 11; M1 PAM parental: 3; M1 antag: 10; CHO-K1 Ca antag: 5; CHO-K1 Ca ag: 3.6; M1 ag: 3; TAAR1 ag: 22
Profile of Cc1ccc(Cn2c(C3CCCN3c3nc(-c4cc(Cl)c(N)c(Cl)c4)cs3)nc3cc(Cl)c(Cl)cc32)cc1 (stereo not given) : CHRM1 PAM: -4; CHO parental Ca: -15; TAAR1 antagonist: -2; M1 PAM parental: 4; M1 antag: 10; CHO-K1 Ca antag: 3; CHO-K1 Ca ag: -0.2; M1 ag: -5; TAAR1 ag: 9
